GSK3 alpha inh = blocks human GSK-3 alpha kinase; P49840; AID 2650; inhibition, % at 10 µM; actives 0.1% (n = 320,000); ADP-Glo luminescence, 60 min;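 in the data active = inhibition above about 50%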;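 also: GST-tagged GSK-3 alpha with peptide substrate and 25 µM ATP; 0% = DMSO neutral wells and 100% = GW8510 positive control wells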
Target sequence (P49840 whole entry, looked up): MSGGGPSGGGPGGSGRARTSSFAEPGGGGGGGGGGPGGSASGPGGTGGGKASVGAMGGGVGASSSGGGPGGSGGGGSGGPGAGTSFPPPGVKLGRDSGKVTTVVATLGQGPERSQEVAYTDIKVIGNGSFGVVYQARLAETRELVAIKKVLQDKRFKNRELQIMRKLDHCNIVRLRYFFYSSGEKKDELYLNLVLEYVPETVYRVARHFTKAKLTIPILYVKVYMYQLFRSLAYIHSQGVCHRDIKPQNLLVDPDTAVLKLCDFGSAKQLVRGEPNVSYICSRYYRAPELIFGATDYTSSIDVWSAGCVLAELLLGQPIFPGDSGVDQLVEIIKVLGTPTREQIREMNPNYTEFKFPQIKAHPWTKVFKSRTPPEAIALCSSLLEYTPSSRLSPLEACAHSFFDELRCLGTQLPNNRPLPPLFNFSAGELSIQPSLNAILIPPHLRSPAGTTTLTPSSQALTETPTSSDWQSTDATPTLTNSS
KCNK3 inh = human KCNK3 channel inhibition, primary screen. B-score at 10 µM. CHO-KCNK3 thallium flux, FluxOR fluorescence; hits give low values. actives 0.84% (n = 340,000). AID 602410. O14649;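 active = B-score under library mean minus 4 SD, starting fluorescence ratio at most library mean plus 5 SD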;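 also: more negative B-score means stronger inhibition of thallium flux through KCNK3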
KCNQ1 block = inhibitors of human KCNQ1 potassium channel. actives 1.3% (n = 310,000). AID 2642. CHO-K1 KCNQ1, FluxOR thallium flux fluorescence; hits give high values. P51787. B-score at 10 µM;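 active = compounds whose thallium flux B-score, printed positive for inhibition, exceeds three library SD while starting fluorescence stays within three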;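 also: channel opened by potassium depolarization with thallium stimulus after 20 min compound exposure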
KCNK9 inh = blocks the human KCNK9 two-pore domain potassium channel | HEK293 KCNK9, FluxOR thallium flux fluorescence; hits give low values | B-score at 10 µM | actives 1.2% (n = 310,000) | AID 488922;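 active = ratio B-score over 3 SD below the library mean, with starting fluorescence within 5 SD of its mean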;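 also: negative B-score means less thallium flux so channel inhibition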
Dyrk1A ADPGlo = Dyrk1A (rat) kinase inhibition. Q63470. actives 0.43% (n = 310,000). inhibition, % at 12.5 µM. ADP-Glo luminescence, NFATc1 peptide; in the data active = inhibition above about 50%;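 also: plate controls were vehicle with enzyme for no effect and no enzyme for full effect; many of its hits are not listed in these tables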
RGS4 block = human RGS4 inhibition. B-score at 10 µM. actives 0.45% (n = 310,000). HEK293 M3R/RGS4 inducible, Fluo-4 calcium flux; hits give high values; triggered by carbachol at its EC20. P49798;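 active = B-score, a plate-corrected calcium signal, over three deviations above library mean, with baseline fluorescence within five deviations of library mean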;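 also: RGS4 expression induced by doxycycline in cells with stable M3 receptor; B-score is computed from the integrated fluorescence ratio over baseline after carbachol; higher B-score means a larger calcium signal and so more RGS4 inhibition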
Target sequence (P49798 whole entry, looked up): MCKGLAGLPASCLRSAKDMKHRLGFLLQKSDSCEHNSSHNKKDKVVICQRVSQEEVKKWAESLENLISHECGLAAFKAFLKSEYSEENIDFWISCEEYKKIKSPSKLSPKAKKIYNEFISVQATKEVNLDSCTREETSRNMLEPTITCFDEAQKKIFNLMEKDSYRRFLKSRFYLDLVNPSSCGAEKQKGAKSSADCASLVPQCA
hERG protect = compounds protecting human hERG from proarrhythmic drug block; Q12809; CHO-hERG, FluxOR thallium flux, dofetilide IC70 present; activation (rescue from dofetilide block), less the hit threshold, % at 10 µM; actives 0.51% (n = 310,000);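 active = activation above the mean of controls blocked by dofetilide plus 5 SD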;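 also: thallium influx through hERG after potassium depolarization seen as dye fluorescence rise; in these data hits start at about 4.7%; inactives centre near -7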
GSK3beta inhib = blocks human GSK3beta kinase activity; P49841; GST-GSK3beta kinase, ADP-Glo luminescence, 60 min; hits give low values; activity score (negative = inhibition), % at 10 µM; actives 0.038% (n = 300,000); AID 2097;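 active = more than half of replicate wells score below -50%, meaning over 50% inhibition versus plate controls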;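 also: 0% = median DMSO wells and -100% = median GW8510 positive control wells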
Target sequence (P49841 whole entry, looked up): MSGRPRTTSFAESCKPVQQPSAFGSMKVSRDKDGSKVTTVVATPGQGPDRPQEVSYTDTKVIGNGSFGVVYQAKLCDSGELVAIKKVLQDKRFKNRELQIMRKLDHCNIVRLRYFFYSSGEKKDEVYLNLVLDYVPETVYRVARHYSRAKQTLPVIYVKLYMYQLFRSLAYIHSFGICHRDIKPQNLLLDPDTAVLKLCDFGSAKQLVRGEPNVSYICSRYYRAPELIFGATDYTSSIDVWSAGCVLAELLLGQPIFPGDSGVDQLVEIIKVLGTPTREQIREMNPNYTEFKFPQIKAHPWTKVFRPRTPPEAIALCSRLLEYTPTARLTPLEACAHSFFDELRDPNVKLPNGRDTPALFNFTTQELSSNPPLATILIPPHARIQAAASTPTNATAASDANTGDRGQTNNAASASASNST
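Test system: GST-fused GSK3beta enzyme, cell-free | Quantity: 1.6 ng GST-GSK3beta enzyme per well | Reagent: 25 µM ATP with peptide substrate | Schedule: 60 min enzyme reaction, room temperature | Signal: Luminescent ADP-Glo measurement of ADP formed | Read-out basis: Score relative to plate controls | Control set: DMSO and 20 µM GW8510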
RGS4 pot = RGS4 potentiation or activation. HEK293 M3R/inducible RGS4, carbachol calcium flux Fluo4; hits give low values. B-score at 10 µM. actives 0.92% (n = 310,000). AID 463111;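 active = B-score of the integrated calcium signal more than 4 SD below the library mean, with starting fluorescence not abnormally high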;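 also: negative B-score means reduced calcium response which marks RGS4 activation or potentiation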
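Detection: kinetic calcium fluorescence imaging with Fluo4-AM dye, 2 µM / Material: HEK293 cells with stable M3R and inducible RGS4 / Schedule: recording 10 s baseline at 1 Hz, 100 s post-agonist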
KCNQ1 act = potentiates or activates the human KCNQ1 potassium channel; CHO-K1 KCNQ1, thallium flux FluxOR fluorescence; hits give high values; B-score at 10 µM; actives 0.35% (n = 310,000); AID 2648;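 active = fluorescence ratio B-score, a plate-corrected score, at least three library SD, with initial intensity B-score within 5 SD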
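System: Stable KCNQ1 CHO-K1 line | Incubation: 90 min dye loading and 20 min compound exposure, both at room temperature | Measure: Ratio B score | Medium: Assay buffer for compound exposure, DMSO matched across wells | Compound dosing: Single-concentration screen | Probe or stimulus: K+/Tl+ depolarizing stimulus | Measured by: Kinetic FluxOR fluorescence, 10 s baseline plus 110 s post-stimulus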
PolyA inhibitor = inhibitors of polyadenylation in S. cerevisiae; S. cerevisiae SKY197-pL101 polyadenylation reporter, beta-gal luminescence; efflux-impaired pdr1/pdr3 knockout yeast; score 100 = 6 SD above DMSO; actives 0.02% (n = 300,000); calls only at 12 µM;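 active = lowest replicate activity score at least 50, where 100 means six control SD above control mean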;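 also: yeast exposed to compound for 9 h at 30 °C; higher score means more reporter readthrough which indicates perturbed polyadenylation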
Numbers without * were called inactive; i = inactive; nt = not tested or not shown. This is a subset; the hit share may differ from the screen's.

SMILES	GSK3 alpha inh	KCNK3 inh	KCNQ1 block	KCNK9 inh	Dyrk1A ADPGlo	RGS4 block	hERG protect	GSK3beta inhib	RGS4 pot	KCNQ1 act	PolyA inhibitor
CCOc1ccc2sc(NS(=O)(=O)c3ccc(OC)c(OC)c3)nc2c1	-1	i	i	i	-7	i	-3	-5	i	i	i
CCN(CC)C(=O)C(Oc1ccc(C)nc1[N+](=O)[O-])c1ccccc1 (stereo not drawn)	-1	i	i	i	1	i	-2	-1	i	i	i
COc1ccc(-c2cc(C(F)F)n3ncc(C(=O)NCCCN4CCCC4=O)c3n2)cc1	nt	i	i	i	6	i	-14	-1	i	i	i
CN/N=C/c1ccc(C#N)cc1	-3	i	i	i	-2	i	-9	0	i	i	i
O=c1c(-c2ccc3c(c2)OCCO3)coc2cc(OC3OC(CO)C(O)C(O)C3O)ccc12 (stereo not drawn)	-3	i	i	i	-4	i	-3	2	i	i	i
Cc1onc(-c2ccccc2)c1C(=O)N/N=C/c1cc2c(cc1Cl)OCO2	-2	i	i	i	-5	i	-9	4	i	i	i
O=c1[nH]c(CSc2cccc[n+]2[O-])nc2ccccc12	1	i	i	i	6	i	-11	1	i	i	i
Cc1ccc(C(=O)N[C@H](C(=O)Nc2sccc2C(N)=O)C(C)C)cc1	-1	i	i	i	3	i	-4	-1	i	i	i
CC(C)CNC(=O)CN1c2cccc3cccc(c23)S1(=O)=O	3	i	i	i	8	i	-7	-1	i	i	i
CC1OC(C)(C)OC1C1CNc2nc(NC(=O)C(C)(C)C)[nH]c(=O)c2N1C(=O)c1cccnc1 (stereo not drawn)	-5	i	i	i	-8	i	-10	2	i	i	i
O=C(COC(=O)c1cncc(Br)c1)NCc1ccc(F)cc1	-1	i	i	i	nt	i	2	-1	i	i	i
O=c1cc(Cl)[nH]n(-c2ccccc2)c1=O	-1	i	i	i	3	i	-6	5	i	i	i
CCN(c1ccccc1)S(=O)(=O)c1ccc(N)cc1	6	i	i	i	15	i	-5	1	i	i	i
CC(NS(=O)(=O)c1ccc(N)cc1)C1CC2CCC1C2 (stereo not drawn)	-1	i	i	i	-9	i	-1	-8	i	i	i
Cc1ccccc1Cn1c(-c2ccc(=O)[nH]c2)nc2ccccc21	28	i	i	i	-1	i	-6	-1	i	i	i
Cc1cnc(C(=O)OCC(=O)NCc2ccccc2)cn1	3	i	i	i	6	i	-5	0	i	i	i
O=C(Nc1ccnc(-c2ccncc2)n1)c1ccc(Cl)cc1	0	i	i	i	2	i	-3	2	i	i	i
Brc1ccc(-c2csc(Nc3nc(-c4ccc(Br)cc4)cs3)n2)cc1	-1	i	i	i	-4	i	-7	14	i	i	i
COc1ccc(NC(=O)c2ccc(-n3nc(C)cc3C)cc2)cc1OC	1	i	i	i	6	i	-6	4	i	i	i
CCN(CC)C(=O)C1=C(C)NC(=O)NC1c1ccccc1F (stereo not drawn)	4	nt	i	i	nt	i	-8	0	i	i	i
CCCC(C(=O)NC1CCCCC1)N(CC1CCCO1)C(=O)CNS(=O)(=O)c1ccc(F)cc1 (stereo not drawn)	1	i	i	i	-1	i	-18	0	i	i	i
CN(Cc1ccccc1)S(=O)(=O)c1ccc2c(c1)n(C)c(=O)n2C	1	i	i	i	0	i	-8	-3	i	i	i
Cc1cccc2cc(CN(Cc3nnnn3Cc3ccco3)C3CCCC3)c3nnnn3c12	-1	i	i	i	1	i	-22	1	i	i	i
Cc1cccc(C)c1NC(=O)COC(=O)Cc1ccsc1	1	i	i	i	0	i	-5	-25	i	i	i
CC(C)CCn1c(NCCc2ccccc2)nc2c1c(=O)n(C)c(=O)n2C	6	i	i	i	6	i	-20	1	i	i	i
CC(Oc1ccc(F)cc1)C(=O)Nc1ccccc1N1CCCCC1 (stereo not drawn)	0	i	6*	-8.5*	-10	i	-13	-1	i	i	i
Cc1cc(C)c(C#N)c(OCC(=O)c2ccccc2)n1	3	i	i	i	-2	i	2	3	i	i	i
COCCNC(=S)N(CCc1c(C)[nH]c2ccc(F)cc12)Cc1ccc(C)cc1	0	i	i	i	1	i	-5	0	i	i	i
Cc1cc(C)c(S(=O)(=O)/N=C2\C=C(NS(=O)(=O)c3ccccc3)C(=O)c3ccccc32)c(C)c1	0	i	i	i	7	i	-5	0	i	i	i
CCc1c(C)sc(NC(=O)c2ccoc2C)c1C(N)=O	-3	i	i	i	3	i	-11	1	i	i	i
COc1ccc(Cl)cc1S(=O)(=O)NCc1cccnc1	0	i	i	i	2	i	-8	0	i	i	i
O=C(Nc1cccn(Cc2ccccc2Cl)c1=O)NC1CCCCC1	1	i	i	i	nt	i	-2	-1	i	i	i
CC(C)Cn1c(SCC(=O)c2c(N)n(C)c(=O)n(C)c2=O)nc2ccccc21	-2	i	i	i	9	i	-6	1	i	i	i
c1ccc(CN2CCN(Cc3c[nH]c4ccccc34)CC2)cc1	2	i	i	i	2	i	-1	-4	i	i	i
COc1cccc(/C=N\NC(=O)c2ccc(C)nc2)c1	11	i	i	i	17	i	-4	3	i	i	i
COc1ccccc1OCc1ccc(C(=O)N2CCN3CCCC3C2)cc1 (stereo not drawn)	nt	i	i	i	-5	i	-7	3	i	i	i
COc1ccc(/C=N/N=C/c2ccc(OC)c(OC)c2)cc1OC	-9	i	i	i	0	i	-11	-3	i	i	i
Cc1ccc(OCCNC(=O)c2cc(C(=O)NCCOc3ccc(C)cc3)cc([N+](=O)[O-])c2)cc1	-1	i	10*	i	0	i	-3	1	i	i	i
Cn1c(=O)c2c(nc(Cl)n2Cc2ccncc2)n(C)c1=O	-1	i	i	i	0	i	-5	-1	i	i	i
CCC(C)NC(=O)c1cccc(C)c1 (stereo not drawn)	2	i	i	i	8	i	-9	1	i	i	i
Cc1ccccc1S(=O)(=O)Oc1cccc2c(O)cccc12	0	i	i	i	26	i	-9	0	i	i	i
CCOc1ccc(CCNC(=O)COC(=O)COc2ccc(C(C)=O)cc2)cc1OCC	0	i	i	i	7	i	-12	0	i	i	i
CCOC(=O)NC(=O)COC(=O)c1cccc2ccccc12	1	i	i	i	nt	i	-8	3	i	i	i
O=C(CCCn1c(=S)[nH]c2cc3c(cc2c1=O)OCO3)NCc1cccc(Cl)c1	-1	i	i	i	3	i	-4	-1	i	i	i
N#CC1=C(N)SC(N)=C(C#N)C1c1ccc(C(F)(F)F)cc1	11	nt	i	i	nt	i	-7	0	i	53*	i
O=C(NCCNC(=O)C(c1ccccc1)c1ccccc1)c1ccco1	-2	i	i	i	-3	i	-7	0	i	i	i
Cc1ccc(C2=N/C(=C\c3c(C)nn(-c4ccccc4)c3N3CCCC3)C(=O)O2)cc1	-2	i	9*	i	-17	i	-18	1	i	i	i
CCOc1ccc(CCNC(=O)CSc2nc3ncc(Cl)cc3[nH]2)cc1OCC	6	i	i	i	nt	i	-4	0	i	i	i
CC12CCC(C(=O)N/N=C/c3ccc(O)cc3)(OC1=O)C2(C)C (stereo not drawn)	0	i	i	i	0	i	-10	0	i	i	i
CC(=O)c1cccc(Nc2cc(C)nc3c(C)cccc23)c1	0	i	i	i	2	i	-11	0	i	i	i
Continuation:
SMILES	GSK3 alpha inh	KCNK3 inh	KCNQ1 block	KCNK9 inh	Dyrk1A ADPGlo	RGS4 block	hERG protect	GSK3beta inhib	RGS4 pot	KCNQ1 act	PolyA inhibitor
CCCCc1nnc(NC(=O)COc2ccc3c(C)cc(=O)oc3c2)s1	1	nt	i	i	nt	i	-9	-7	i	i	i
CN(CCCCCCCCC(=O)/C=N/O)Cc1ccccc1	1	i	i	i	4	i	-12	1	i	i	i
Cc1cccc(OCCCC(=O)Nc2ccc(Br)cc2)c1	3	i	i	i	3	i	-2	2	i	i	i
COc1ccc(N2CCN(C(=O)CCS(=O)(=O)c3cccc4nsnc34)CC2)cc1	2	i	i	i	2	i	-9	2	i	i	i
CCO[C@H]1OC(C(=O)N2CCN(C)CC2)=C[C@@H](C(C)(C)C)[C@@H]1CCCO	nt	i	i	i	-5	i	-4	-3	i	i	i
CCCCCCC(CC(=O)NCc1cccnc1)CC(=O)NCc1cccnc1	2	i	i	i	nt	i	-9	-1	i	i	i
Cc1ccccc1Nc1ncccc1C(=O)N1CCOCC1	-1	i	i	i	1	i	-12	-3	i	i	i
CCSc1ccccc1C(=O)NCCCn1ccnc1	1	i	i	i	3	i	4.8*	1	i	i	i
O=C(c1cc(C(=O)N2CCCC2)cc([N+](=O)[O-])c1)N1CCCC1	-2	i	i	i	-5	i	-8	-1	i	i	i
C=C(C)Cn1c(COc2ccccc2)nnc1SCC(=O)O	-2	i	i	i	1	i	-6	2	i	i	i

Entries of single compounds as entered above. Values in the order: GSK3 alpha inh, KCNK3 inh, KCNQ1 block, KCNK9 inh, Dyrk1A ADPGlo, RGS4 block, hERG protect, GSK3beta inhib, RGS4 pot, KCNQ1 act, PolyA inhibitor
COCCNC(=S)N(CCc1c(C)[nH]c2ccc(F)cc12)Cc1ccc(C)cc1 is listed with 0, i, i, i, 1, i, -5, 0, i, i, i
COc1cccc(/C=N\NC(=O)c2ccc(C)nc2)c1 is listed with 11, i, i, i, 17, i, -4, 3, i, i, i

(more compounds)
SMILES	GSK3 alpha inh	KCNK3 inh	KCNQ1 block	KCNK9 inh	Dyrk1A ADPGlo	RGS4 block	hERG protect	GSK3beta inhib	RGS4 pot	KCNQ1 act	PolyA inhibitor
CCCCCC(=O)NC(=S)NC1C2CC3CC(C2)CC1C3 (stereo not drawn)	0	i	7*	i	nt	i	-10	2	i	i	i
Cc1cc(C)c2nc3nc(C)c(C)cc3c(N)c2c1	nt	i	i	i	-1	i	-10	0	-9.3*	i	i
CCOC(=O)C(C(=O)OCC)c1c([N+](=O)[O-])c(=O)n2c3c(cccc13)CCC2	0	i	i	i	-4	i	-3	2	i	i	i
Cc1cc(=O)oc2cc(OCC(=O)NCC3CCC(C(=O)O)CC3)ccc12 (stereo not drawn)	-1	i	i	i	0	i	-2	1	i	i	i
O=C(Cc1ccccc1)N1CCC2(CC1)NCCc1[nH]cnc12	-2	i	i	i	1	i	-7	-1	i	i	i
CCOC(=O)CSC1=C(C#N)C(c2ccccc2OCC)C(C(=O)OCC)C(=O)N1 (stereo not drawn)	2	i	i	i	-5	i	-11	-6	i	i	i
O=C(CCN1C(=O)c2ccccc2C1=O)Nc1cccc(F)c1	-5	i	i	i	-2	i	-9	-1	i	i	i
O/N=C/c1ccc2ccccc2n1	-1	i	i	i	-17	i	-6	1	i	i	i

Source: PubChem
